Source: PubChem BioAssay
WRN inhibitor – inhibitors of human WRN helicase. 360,000 tested, 0.46% active. WRN helicase unwinding, fluorescent forked duplex, kinetic. Q14191. Potency, µM (doses to about 114 µM), for inactives: top-dose activity change, negative = inhibition, actives largely listed as inhibitors; also: potency is read from the fitted curve at half-maximal effect; % is scaled to controls: 0 for no effect and ±100 for the full control effect; nearly all actives have a fitted effect of over 55% in size
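Primary qHTS, 1536-well format. 20 nM WRN + compound, 15 min RT; start with 100 nM forked fluorophore/quencher duplex, 2 mM ATP (final); kinetic read ex 525/em 598 nm.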
IL-2 act – activates IL-2 in a cell-based reporter assay. activation, % (series mostly up to about 46 µM). IL-2 activation reporter assay, cell-based qHTS; stimulated with anti-CD3/CD4/CD28 beads; in transgenic mouse T cells. AID 652025. 360,000 tested, 0.065% active; in the data active = activation above about 50%; inconclusive = mostly about 30% to 49%; also: 0% is about no effect
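Using fluorescent plate cytometry, EGFP and DsRed are detected in transgenic mouse T cells stimulated 18 h at 37 degrees C with antibody-coated beads after 60 min compound pretreatment.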
EPAC2 ag – agonists of human EPAC2 (RAPGEF4); EPAC2 activation, biochemical qHTS; response scale: 100% = 6.5 mM cAMP response; 360,000 tested, 0.079% active; Q8WZA2; AID 720711; Potency, µM (top dose mostly 154 µM), for the others: top-dose activation, actives largely listed as activators; also: potency is read from the fitted curve at half-maximal effect; nearly all actives have a fitted effect of over 50% in size
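Compounds were added across a concentration range to EPAC2 (100 nM), RAP1B-BODIPY-GDP (250 nM) and GDP (50 uM). After 5 min at room temperature, fluorescence was recorded at 5-min intervals for 30 min.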
PLK1 PBD inh – PLK1 (human) polo-box domain binding inhibition; Potency, µM, for inactives: max response, negative = inhibition, actives largely listed as inhibitors; 360,000 tested, 2.8% active; Plk1 PBD binding of FITC phosphopeptide, fluorescence polarization; AID 720504; also: potency is read from the fitted curve at half-maximal effect; series mostly up to about 57 µM; % is scaled to controls: 0 for no effect and ±100 for the full control effect; nearly all actives have a fitted effect of over 65% in size
PI5P4Ka inh – blocks human PI5P4K alpha kinase activity | 330,000 tested, 1.2% active | PI5P4Kalpha enzyme, ADP-Glo luminescence, 60 min; stronger effect = lower value | P48426 | max response, %; active = max response of -50% or lower; inconclusive = between -30% and -50%; inactive = -30% or higher; also: value at the top dose of about 77 µM; % is scaled to controls: 0 for no effect and ±100 for the full control effect
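Single end-point luminescence (ADP-Glo) quantified ADP from PI5P4Kalpha turnover; ATP 5 microM final, 1 h at RT, 0.1% CHAPS and 0.28 mM EGTA in HEPES pH 7.4.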
EPAC1 ag – EPAC1 (human) agonism | EPAC1 agonist qHTS, biochemical assay; response scale: 100% = response to 6.5 mM cAMP | Potency, µM (highest dose often 154 µM), for inactives: at the highest dose activation, actives largely listed as activators | 360,000 tested, 0.073% active; also: potency is read from the fitted curve at half-maximal effect; nearly all actives have a fitted effect of over 60% in size
Target sequence (O95398 whole entry, looked up): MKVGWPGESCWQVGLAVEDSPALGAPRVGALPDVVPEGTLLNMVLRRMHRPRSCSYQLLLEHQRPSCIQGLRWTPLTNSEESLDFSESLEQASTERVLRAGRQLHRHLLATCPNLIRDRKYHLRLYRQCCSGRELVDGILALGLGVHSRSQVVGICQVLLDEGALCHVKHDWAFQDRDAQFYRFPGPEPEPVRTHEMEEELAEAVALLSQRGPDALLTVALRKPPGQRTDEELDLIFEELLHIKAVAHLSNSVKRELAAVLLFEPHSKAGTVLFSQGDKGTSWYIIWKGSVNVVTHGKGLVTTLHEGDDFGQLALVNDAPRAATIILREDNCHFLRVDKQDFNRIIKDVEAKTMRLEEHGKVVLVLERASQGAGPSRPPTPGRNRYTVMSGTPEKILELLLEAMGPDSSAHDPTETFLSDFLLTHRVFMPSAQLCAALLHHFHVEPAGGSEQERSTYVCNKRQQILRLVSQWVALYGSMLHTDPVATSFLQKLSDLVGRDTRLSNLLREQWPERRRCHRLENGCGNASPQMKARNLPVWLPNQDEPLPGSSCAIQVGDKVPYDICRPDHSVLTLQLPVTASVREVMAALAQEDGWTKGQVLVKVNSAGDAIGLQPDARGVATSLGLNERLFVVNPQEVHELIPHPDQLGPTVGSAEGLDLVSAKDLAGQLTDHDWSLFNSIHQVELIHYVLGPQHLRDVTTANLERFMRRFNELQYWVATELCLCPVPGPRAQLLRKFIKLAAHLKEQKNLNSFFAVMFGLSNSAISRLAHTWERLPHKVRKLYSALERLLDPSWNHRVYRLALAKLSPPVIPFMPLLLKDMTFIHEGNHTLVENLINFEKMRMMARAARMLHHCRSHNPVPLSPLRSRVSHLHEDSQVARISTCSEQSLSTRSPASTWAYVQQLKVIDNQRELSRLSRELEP
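Read-out is the fluorescence drop as BODIPY-GDP leaves Rap1B (480 nm excitation, 540 nm emission), recorded every 5 minutes over 30 minutes. Reactions held 100 nM EPAC1, 250 nM Rap1B–BODIPY-GDP and 50 uM GDP, with 6.5 mM cAMP setting full activation.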
CCT chaperon mod – changes cytosolic chaperonin activity | purified chaperonin ATPase assay, HTRF ADP detection, 30 min | activity change, % (test concentration not listed), hits read low | 360,000 tested, 0.3% active; in the data active = activity change below about -30%; also: % is scaled to controls: 0 for no effect and ±100 for the full control effect
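ATPase activity: ADP formed was measured by HTRF Transcreener (665/615 nm ratio) after 30 min at 37 deg C with 10 uM ATP. Compounds screened at one 76 uM concentration against 40 or 20 nM TRiC in Tris pH 7.4/KCl/MgCl2/DTT buffer.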
EPAC1 antagonist – antagonists of human EPAC1; 360,000 tested, 0.14% active; O95398; Potency, µM (doses to about 115 µM), for inactives: top-dose activity change, negative = inhibition, hits mostly inhibitors; EPAC1 GEF assay, Rap1b-BODIPY-GDP exchange fluorescence; AID 720709;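 also: potency is read from the fitted curve at half-maximal effect; plate controls were vehicle for no effect and positive control for full effect; nearly all actives have a fitted effect of over 50% in size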
An asterisk follows results filed as active; u = inconclusive; x = not tested or not shown; [ ] = remark or other dose. Unless noted, calls follow the shape of the dose curve; as a rule, active = well fitted curve in the direction sought with a large enough effect; inconclusive = small, poorly fitted or top-dose-only effect, or another doubt; inactive = no such curve, though single readings can be large; an effect the other way counts as inactive or inconclusive. Only part of the results is shown; the hit share may differ from the screen's.

WRN inhibitor	IL-2 act	EPAC2 ag	PLK1 PBD inh	PI5P4Ka inh	Molecule	EPAC1 ag	CCT chaperon mod	EPAC1 antagonist
u	-4.8	3%	-19%	-19	COc1cccc(C=NCC(C)N=Cc2cccc(OC)c2O)c1O (stereo not given)	0%	-1.8	14%
4%	-2.5	1%	3%	6	CC(C)(CC(=O)O)CC(=O)O	10%	0.8	1%
-6%	-4.1	10%	-23%	1	Cc1ccc(NC(=O)C/C(N)=N/OC(=O)Nc2ccc(C)c(Cl)c2)cc1	-3%	-1.3	-1%
-4%	0.2	-3%	-10%	-1	Cc1ccccc1C(=O)NC(=S)Nc1ccc(Cc2ccncc2)cc1	2%	0.4	11%
-2%	0.2	1%	0%	6	CCOC(=O)c1nnn(-c2nonc2N)c1-c1ccc(OCC)cc1	0%	-5.4	6%
2%	-0.9	2%	-3%	-4	CCN1CCN(C(=O)c2cc(-c3ccc(Cl)s3)nc3ccccc23)CC1	-1%	-0.5	2%
-23%	-0.8	9%	-8%	-4	COc1ccc(Nc2ccc(N3C(=O)CCCC3=O)cc2[N+](=O)[O-])c(OC)c1	2%	-1.2	-5%
2%	-1.0	-2%	-16%	0	Nc1nc2ccc(Cl)cc2cc1C(=O)NCCc1ccc(Cl)cc1Cl	-1%	x	-7%
-1%	0.0	-14%	0%	x	CCC(C)[C@H](NC(=O)OC(C)(C)C)C(=O)N/N=C/c1cccc2nccnc12 (stereo not given in full)	-17%	1.5	-1%
-13%	-6.0	5%	1%	-27	Oc1cccc(/C=C/c2ccc3cccc(O)c3n2)c1	7%	1.7	-24%
-5%[57.1 µM]	-3.5	2%	-9%	-2	CC(=O)c1ccc(N2C(=O)C3C4C=CC(CC4)C3C2=O)cc1 (stereo not given)	8%	-2.2	-9%
0%	-1.4	1%	21µM*	-7	Cc1ccccc1S(=O)(=O)Cc1ccc(C(=O)NC2CCCCC2)o1	-5%	1.3	-19%
6%	-0.6	2%	-3%	-2	OCCn1c(SC2CCCCC2)nc2ccccc21	-5%	-4.0	9%
-7%	-4.1	10%	-7%	-11	COc1ccc(-c2[nH]c(-c3cccc(OC)c3)nc2SCC(=O)NC2CCCC2)cc1	10%	-0.3	-3%
-14%	1.0	9%	-2%	-1	CCOC(=O)CCCC(=O)N1CCOCCOCCN(C(=O)CCCC(=O)OCC)CCOCCOCC1	18%	-0.3	-23%
6%	1.0	11%	-3%	-4	O=C(NCc1ccccc1)c1cc(C2CCCN(C(=O)C3CC3)C2)on1 (stereo not given)	6%	-0.2	5%
-3%	0.3	6%	-17%	21	CCN1CCn2c3c(c4cc(Cl)ccc42)CCCC31 (stereo not given)	5%	-4.9	13%
2%	-0.4	-3%	-23%	-26	CCOc1cc(-c2sc(Nc3ccc(CC)cc3)n[n+]2-c2ccccc2)ccc1OC	4%	-0.9	1%
-14%	2.2	1%	4%	8	Cc1ccccc1C(=O)NCC(=O)Nc1ccc(C)c(S(=O)(=O)N2CCCCCC2)c1	-1%	-3.3	-15%
-1%	-2.8	2%	4%	0	COc1ccc(N(CC(=O)NCCc2ccccc2)C(=O)CCC(=O)Nc2ccccn2)cc1	-1%	-6.5	13%
-6%	-3.0	7%	-9%	1	O=C(NCCCc1ccccc1)c1ccc(Br)o1	-2%	0.0	4%
3%	-0.4	5%	-1%	9	Cc1ccc(N(CC(=O)N/N=C/c2cccs2)S(C)(=O)=O)cc1	-1%	0.5	-10%
12%	0.3	2%	-7%	-5	CCOC(=O)Nc1ccc(Cc2ccncc2)cc1	5%	2.5	5%
10%	-0.2	-8%	-4%	1	C[C@H](CO)N1C[C@H](C)[C@@H](CN(C)C)Oc2c(NS(=O)(=O)c3ccc(F)cc3)cccc2C1=O	-16%	0.1	-20%
-6%	0.5	8%	-1%	0	COc1cc(Cl)c(C)cc1NC(=O)CCN1C(=O)NC(C)(C)C1=O	15%	-0.1	-1%
-4%	-1.0	-9%	-5%	8	O=S(=O)(Nc1nccs1)c1ccc(NS(=O)(=O)c2cccs2)cc1	9%	-0.2	-40%
1%	-0.9	-3%	-13%	-5	O=C(CCCn1c(=S)[nH]c2cc3c(cc2c1=O)OCO3)NCCc1ccccc1Cl	1%	-1.1	11%
-11%	-0.4	7%	-9%	2	COc1ccc(NC(=O)CSc2nnc(C)n2C2CC2)cc1S(=O)(=O)N1CCOCC1	9%	1.7	-7%
u	1.4	5%	3%	4	Cc1ncsc1CCC(=O)N1CCCC(Nc2ccc(F)c(F)c2)C1 (stereo not given)	-9%	-1.3	-10%
-13%	-0.8	2%	4%	0	O=C(Cn1cnc2cc([N+](=O)[O-])ccc2c1=O)Nc1ccccc1-c1ccccc1	1%	1.3	-24%

Limited to EPAC1 ag, for 2 of the compounds above:
mol | EPAC1 ag
COc1ccc(NC(=O)CSc2nnc(C)n2C2CC2)cc1S(=O)(=O)N1CCOCC1 | 9%
Cc1ncsc1CCC(=O)N1CCCC(Nc2ccc(F)c(F)c2)C1 (stereo not given) | -9%

The list continues:
WRN inhibitor	IL-2 act	EPAC2 ag	PLK1 PBD inh	PI5P4Ka inh	Molecule	EPAC1 ag	CCT chaperon mod	EPAC1 antagonist
7%	-4.4	-3%	-5%	1	OCC1OC(n2ccc3c(SCc4ccccc4)ncnc32)C(O)C1O (stereo not given)	1%	0.1	9%
-21%	-0.4	-8%	-1%	5	CC1(C)CC(=O)C(N=Nc2ccc(Cl)cc2)=C(O)C1	-6%	-0.7	17%
-2%	0.2	4%	-13%	-2	COc1ccccc1N1CCN(CCCCN2C(=O)c3ccccc3C2=O)CC1	-5%	-0.9	-7%
1%	1.6	11%	-7%	-3	C[C@@H]1C2CC(C/C2=N\NC(=O)c2ccncc2)C1(C)C (stereo not given in full)	-1%	0.2	-9%
2%	1.1	4%	-10%	5	Cc1cc(C)n2nc(SCC(=O)NC(=O)c3ccccc3)nc2n1	8%	-0.5	3%
7%	-0.1	7%	-2%	-9	O=C(CN1CCSC1=NCc1ccccc1)c1ccc(Cl)cc1	-11%	-1.0	-29%
1%	0.1	-5%	1%	-3	NC(=O)c1cc(S(=O)(=O)NCc2ccccc2)cs1	11%	-0.8	0%
1%	-3.7	3%	-11%	-11	O=C(Nc1cccc(C(F)(F)F)c1)c1csc(-c2ccncc2)n1	-3%	-3.1	-3%
-1%	-0.9	9%	-14%	11	COC(=O)[C@]12CCCCC=C1N(CCC1=CCCCC1)C(=O)[C@H](CC(=O)NCCCCc1ccccc1)C2	5%	-1.0	-15%
4%	0.8	11%	4%	2	O=C(NC1CCCc2c1cnn2-c1ccc(F)cc1F)c1csnn1 (stereo not given)	-20%	0.8	1%
-7%	-2.3	12%	-12%	x	Oc1oc(-c2ccco2)nc1C=Nc1cccc(Cl)c1	9%	-3.8	-8%
4%	-0.8	6%	-5%	-11	Cc1noc(C)c1S(=O)(=O)N1CCN(c2ccccc2Cl)CC1	10%	0.1	-2%
u	0.1	3%	-19%	-29	COc1cccc(C(=O)NC2CC3CCCC(C2)N3CC(=O)Nc2ccccc2)c1 (stereo not given)	14%	-0.3	-4%
4%	0.2	-1%	-8%	-18	COc1cc2c(cc1C1NC(=S)NC(C)=C1C(N)=O)CCCC2 (stereo not given)	1%	-0.6	15%
-10%	0.4	0%	-13%	-1	OCC1OC(n2ccc3c2ncn2ncnc32)C(O)C1O (stereo not given)	-1%	-0.3	-9%
2%	-2.0	-2%	-13%	x	O=C(Nc1ccc2oc(-c3ccccc3Cl)nc2c1)c1cncc(Br)c1	5%	-4.4	-8%
8%	0.0	8%	2%	-6	C/C=C\C(=O)Nc1cccc(C2=NOC3(C2)C[C@@H](C(N)=O)N(C(=O)CCCCC)C3)c1 (stereo not given in full)	-6%	-11	-9%
-31%[57.1 µM]	-1.8	11%	-8%	20	CCn1c(Cn2nnc(-c3ccccc3)n2)nnc1SCc1ccc(Cl)c(Cl)c1	6%	-2.6	-7%
-24%	-0.4	8%	3%	8	COc1ccc(CC2(CO)COc3ccccc3C2=O)cc1 (stereo not given)	-6%	-3.5	8%
-15%	1.5	3%	-10%	2	COc1ccc(N2CCN(C(=O)CCNC(=O)c3ccccc3)CC2)cc1	1%	-1.2	u
17%	-0.4	1%	-8%	-7	COc1cc(CCCN2C(N)=NC[C@H]2Cc2ccc(O)cc2)cc(OC)c1OC	6%	-0.6	7%
-17%	-2.0	11%	-4%	x	COc1cccc(NC(=O)CN2CCN(S(=O)(=O)c3ccc(F)cc3)CC2)c1	3%	-2.6	-2%
-3%	-0.6	0%	-17%	2	Cc1cc(C(=O)NCc2ccc(F)cc2)n(-c2ccccc2)n1	-9%	-2.0	-18%
-12%	-1.3	-3%	-6%	2	Cc1nn(-c2ccccc2)c(Cl)c1C(=O)Nc1nnc(C2CCCC2)s1	0%	1.6	0%
11%	-2.0	1%	-15%	5	COC(=O)c1sccc1NC(=S)Nc1ccc(F)cc1	-1%	0.2	-1%
3%	-0.1	-2%	u	3	CN(c1ccccc1)S(=O)(=O)c1ccc(C(=O)Nc2nnc(-c3ccc(F)cc3)o2)cc1	6%	1.2	0%
-2%	-0.9	16%	4%	8	CCOC(=O)c1c(NC(=O)CC)sc2c1CCN(Cc1ccccc1)C2	0%	-0.6	-7%
7%	-0.4	7%	-6%	1	CCOC(=O)C1CCCN(C(=O)c2[nH]c(C(F)(F)F)nc2-c2ccccc2)C1 (stereo not given)	6%	-4.8	-7%
-20%	-1.1	3%	-18%	u	O=C(O)c1cc(O)ccc1NC(=O)c1cccc2ccccc12	6%	-1.3	10%
-6%	0.9	0%	u	-5	COc1nnc(-c2ccccc2)s1	-1%	-2.8	11%
